From PubChem BioAssay
D2 potentiator – positive allosteric modulators of human D2 dopamine receptor. actives 0.34% (n = 340,000). potentiation, % at 10 µM. HEK293 T-REx D2, calcium flux, EC20 dopamine potentiation;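 active = potentiation over 3 SD above the plate norm, cut at about 30% in these data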; also: 0% is about no effect
Target sequence (P14416 whole entry, looked up): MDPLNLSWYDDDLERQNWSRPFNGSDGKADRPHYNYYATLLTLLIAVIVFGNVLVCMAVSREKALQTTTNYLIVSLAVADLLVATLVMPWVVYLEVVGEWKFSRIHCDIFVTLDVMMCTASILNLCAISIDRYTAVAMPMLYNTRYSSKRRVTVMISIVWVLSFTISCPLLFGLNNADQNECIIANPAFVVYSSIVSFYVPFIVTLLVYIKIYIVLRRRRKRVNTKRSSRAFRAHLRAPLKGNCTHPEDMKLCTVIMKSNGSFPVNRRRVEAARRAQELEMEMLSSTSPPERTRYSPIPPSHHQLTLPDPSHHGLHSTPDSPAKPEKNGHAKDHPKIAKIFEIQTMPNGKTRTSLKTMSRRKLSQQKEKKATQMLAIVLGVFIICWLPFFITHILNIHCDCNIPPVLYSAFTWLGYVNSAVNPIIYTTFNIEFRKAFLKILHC
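Potentiation of an EC20 dopamine calcium response is measured in a force-coupled, tetracycline-inducible Hek293 Trex D2 line. Compound-only kinetic reads over 180 s flag agonists before dopamine addition.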
D2 ag – D2 dopamine receptor (human) agonism | HEK293 T-REx D2 cells, calcium flux agonist mode | activation, % at 2 µM | actives 0.53% (n = 340,000);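 active = activation over 3 SD above normal in the single-dose calcium agonist read, cut at about 30% in these data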; also: 0% is about no effect
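Agonism is scored from calcium flux in a force-coupled, inducible HEK293 cell line expressing D2, read kinetically for 180 s after compound addition against dopamine controls.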
D1 potentiator – human D1 dopamine receptor positive modulation. P21728. HEK293 TREx D1 cells, calcium flux, dopamine EC20 potentiation. potentiation, % at 10 µM. actives 0.036% (n = 360,000). AID 504651; in the data active = potentiation above about 30%; also: 0% is about no effect
TRHR ag – activates the human TRH receptor; TRHR cells, calcium flux fluo-8, FDSS agonist mode; AID 493084; activation, % at 2 µM; P34981; actives 0.18% (n = 360,000); also: 0% is about no effect
Target sequence (P34981 whole entry, looked up): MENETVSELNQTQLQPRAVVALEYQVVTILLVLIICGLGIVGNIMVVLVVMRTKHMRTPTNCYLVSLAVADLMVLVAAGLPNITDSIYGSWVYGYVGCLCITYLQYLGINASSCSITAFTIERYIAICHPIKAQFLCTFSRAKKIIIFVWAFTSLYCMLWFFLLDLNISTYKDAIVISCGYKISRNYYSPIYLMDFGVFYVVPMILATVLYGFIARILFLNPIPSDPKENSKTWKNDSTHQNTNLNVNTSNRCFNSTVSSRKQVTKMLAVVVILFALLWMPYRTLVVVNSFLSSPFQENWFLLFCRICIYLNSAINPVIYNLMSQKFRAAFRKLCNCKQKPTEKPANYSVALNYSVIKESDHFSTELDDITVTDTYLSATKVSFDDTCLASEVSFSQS
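Steps: seed TRHR cells overnight; add fluo-8 no-wash Ca dye, RT 30 min–1.5 h; record 10 s baseline; pin-transfer compounds; monitor fluorescence 1 cycle/s for the agonist window. Calcium increases flag candidate agonists.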
TRHR PAM – allosteric enhancers of human TRH receptor; actives 0.66% (n = 360,000); P34981; enhancement, % at 2 µM; TRHR cells, fluo-8 calcium fluorescence, EC20 TRH enhancement; in the data active = enhancement above about 30%; also: 0% is about no effect
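Enhancer read-out: after compound pinning and an initial kinetic agonist-mode read, an EC20 of TRH (10 nM final) was injected and fluo-8 calcium signal (Ex 480/Em 530) followed at 1 s/cycle for 100 cycles in TRHR-expressing cells.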
D1 antag – human D1 dopamine receptor antagonism | P21728 | actives 3.2% (n = 360,000) | activity change, negative = inhibition, % at 10 µM | AID 504652 | HEK293 TREx D1 cells, calcium flux, dopamine EC80; hits give low values; in the data active = activity change below about -30%; also: % is scaled to controls: 0 for no effect and ±100 for the full control effect
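After overnight tetracycline induction at 30 C, force-coupled D1 HEK293 cells took up a no-wash calcium dye at room temperature. Compounds were added and monitored 180 s, and the response to EC80 dopamine was then recorded.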
D2 antagonist – antagonists of human D2 dopamine receptor. P14416. HEK293 TREx D2 cells, calcium flux, dopamine EC80. inhibition, % at 10 µM. actives 2% (n = 340,000); in the data active = inhibition above about 30%; also: 0% is about no effect
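Inhibition of EC80 dopamine-driven calcium flux, recorded kinetically, defines activity here; cells are a tetracycline-induced HEK293 T-REx line expressing force-coupled D2.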
RXFP1 antag – RXFP1 (human) relaxin receptor antagonism; Q9HBX9; HEK293-RXFP1, relaxin-stimulated cAMP HTRF, 30 min; hits give low values; activity change, negative = inhibition, % at 57.5 µM; actives 0.59% (n = 350,000); AID 1259400;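 active = activity change of -60% or lower, but not beyond a set lower limit; inconclusive = change between -60% and -40%, or beyond the set limit; inactive = change above -40%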; also: % is scaled to controls: 0 for no effect and ±100 for the full control effect
D1 agonist – activates the human D1 dopamine receptor; P21728; HEK293 T-REx D1 cells, calcium flux, agonist mode; activation, % at 2 µM; actives 1% (n = 360,000); AID 504660; also: 0% is about no effect
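Inducible HEK293 T-REx D1 cells, force-coupled to calcium signalling, were plated at 4000 cells/well with tetracycline and held overnight at 30 C. After no-wash calcium dye loading, compound-evoked calcium rise over 180 s flagged agonists.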
* hit, by the source's call; ? = inconclusive; nt = no result given. Rule as the data show it, unless noted: active = activation above about 30%; inactive = the rest.

SMILES | D2 potentiator | D2 ag | D1 potentiator | TRHR ag | TRHR PAM | D1 antag | D2 antagonist | RXFP1 antag | D1 agonist
COc1ccccc1C(=O)Nc1ccc(C(=O)OCc2cc(=O)n3ccsc3n2)cc1 | 1 | -1.1 | 1 | 0.6 | 0 | 3 | nt | -5 | 0
Cc1cnc(C(=O)OCc2ccc(C#N)cc2)cn1 | -8 | 0.3 | -6 | 0.5 | 0 | 5 | -3 | -11 | 0
Cc1cc(C)cc(NC(=O)CCCn2c3ccccc3c(=O)c3ccccc32)c1 | -8 | -1.3 | 2 | -0.7 | 6 | 10 | nt | 0 | 28
O=C(NCCCN1CCOCC1)C(C(=O)NCCCN1CCOCC1)c1ncc(C(F)(F)F)cc1Cl | 5 | 0.8 | -6 | 0.3 | 3 | nt | 3 | -3 | 1
O=C(NCCc1ccccc1)c1ccc(NC(=O)c2cccnc2)cc1 | -5 | -0.2 | -9 | 0.7 | -4 | -26 | 11 | 1 | 3
O=C(NCCCN1CCCC1=O)c1nnc(Cc2c(F)cccc2Cl)o1 | 3 | 1.3 | 6 | 0.5 | 5 | 1 | 2 | 0 | 1
O=C(O)c1ccccc1C(=O)NCCc1c(C(=O)O)[nH]c2ccc(F)cc12 | -13 | 1.1 | -6 | 0.4 | -3 | -8 | -25 | 2 | 2
Nc1ccc(N2CCCCC2)c(Cl)c1 | 9 | -1.4 | -3 | 1.3 | 1 | 4 | -7 | 4 | 1
CCC1(c2ccccc2)NC(=O)N(CC(=O)N(C)CC(=O)Nc2cccc(OC)c2)C1=O (configuration not stated) | 2 | -0.2 | 7 | -0.1 | 5 | 9 | -4 | -4 | -1
COCC(C)NC(=O)c1cc(-c2cccc(OC)c2)on1 (configuration not stated) | -4 | -0.7 | -7 | 0.0 | 5 | 7 | -2 | 0 | 1

Reprinted at random: two records from the list, in no set order.
SMILES | D2 potentiator | D2 ag | D1 potentiator | TRHR ag | TRHR PAM | D1 antag | D2 antagonist | RXFP1 antag | D1 agonist
COc1ccccc1C(=O)Nc1ccc(C(=O)OCc2cc(=O)n3ccsc3n2)cc1 | 1 | -1.1 | 1 | 0.6 | 0 | 3 | nt | -5 | 0
O=C(O)c1ccccc1C(=O)NCCc1c(C(=O)O)[nH]c2ccc(F)cc12 | -13 | 1.1 | -6 | 0.4 | -3 | -8 | -25 | 2 | 2

(listing goes on)
SMILES | D2 potentiator | D2 ag | D1 potentiator | TRHR ag | TRHR PAM | D1 antag | D2 antagonist | RXFP1 antag | D1 agonist
CCOc1ccc(NC(=O)Cn2c(=O)n(Cc3ccco3)c(=O)c3ccc(C(=O)NC4CCCC4)cc32)cc1 | 4 | 0.0 | 3 | 0.4 | -5 | -7 | nt | nt | 0
O=C(Nc1nnc(COc2ccc(F)cc2)s1)c1cccs1 | -7 | 0.3 | -6 | 0.9 | -8 | -15 | -9 | -3 | 2
CN(C)/C=C/C(=O)c1cccc([N+](=O)[O-])c1 | 19 | 0.4 | -3 | 0.5 | 4 | -7 | -16 | -1 | 1
Cc1cc(NC(=O)CCc2ccc(C)o2)no1 | 7 | -0.1 | -9 | 0.3 | 0 | -42* | 3 | -5 | 1
COc1cccc(-c2cc3onc(-c4ccccc4)c3c(=O)n2C)c1 | -7 | -0.3 | 1 | 0.3 | -4 | -17 | -6 | nt | 3
Cc1ccc(OCC(=O)Nc2ccc(NC(=O)c3ccccc3)cc2)cc1C | nt | nt | 2 | 1.5 | 6 | -1 | nt | -18 | 2
CCc1ccc(NC(=O)CSc2nccn2C2CCCC2)cc1 | 2 | -0.6 | -1 | -0.7 | -1 | -5 | nt | -8 | 1
Cc1ccc(-c2cn3c(n2)sc2cc(C(=O)NC4CCCCC4)ccc23)cc1 | 4 | 1.0 | -5 | 0.4 | -9 | 4 | nt | -1 | 2
COc1ccc2oc(=O)c(C(=O)NCCc3ccc(OC)c(OC)c3)cc2c1 | 16 | -3.2 | -5 | -0.5 | -3 | 8 | 6 | -7 | 5
COc1ccc(C2(C)CC(C)(C)Nc3ccccc32)cc1 (configuration not stated) | -8 | -1.5 | -2 | -0.7 | 11 | 7 | -22 | -7 | 2

Part of the list above, set out differently.
Sequence of screens: D2 potentiator | D2 ag | D1 potentiator | TRHR ag | TRHR PAM | D1 antag | D2 antagonist | RXFP1 antag | D1 agonist
> COc1ccccc1C(=O)Nc1ccc(C(=O)OCc2cc(=O)n3ccsc3n2)cc1
  1 | -1.1 | 1 | 0.6 | 0 | 3 | nt | -5 | 0
> Cc1cnc(C(=O)OCc2ccc(C#N)cc2)cn1
  -8 | 0.3 | -6 | 0.5 | 0 | 5 | -3 | -11 | 0
> Cc1cc(C)cc(NC(=O)CCCn2c3ccccc3c(=O)c3ccccc32)c1
  -8 | -1.3 | 2 | -0.7 | 6 | 10 | nt | 0 | 28
> O=C(NCCCN1CCOCC1)C(C(=O)NCCCN1CCOCC1)c1ncc(C(F)(F)F)cc1Cl
  5 | 0.8 | -6 | 0.3 | 3 | nt | 3 | -3 | 1
> O=C(NCCc1ccccc1)c1ccc(NC(=O)c2cccnc2)cc1
  -5 | -0.2 | -9 | 0.7 | -4 | -26 | 11 | 1 | 3
> O=C(NCCCN1CCCC1=O)c1nnc(Cc2c(F)cccc2Cl)o1
  3 | 1.3 | 6 | 0.5 | 5 | 1 | 2 | 0 | 1
> O=C(O)c1ccccc1C(=O)NCCc1c(C(=O)O)[nH]c2ccc(F)cc12
  -13 | 1.1 | -6 | 0.4 | -3 | -8 | -25 | 2 | 2
> Nc1ccc(N2CCCCC2)c(Cl)c1
  9 | -1.4 | -3 | 1.3 | 1 | 4 | -7 | 4 | 1
> CCC1(c2ccccc2)NC(=O)N(CC(=O)N(C)CC(=O)Nc2cccc(OC)c2)C1=O (configuration not stated)
  2 | -0.2 | 7 | -0.1 | 5 | 9 | -4 | -4 | -1
> COCC(C)NC(=O)c1cc(-c2cccc(OC)c2)on1 (configuration not stated)
  -4 | -0.7 | -7 | 0.0 | 5 | 7 | -2 | 0 | 1
> CCOc1ccc(NC(=O)Cn2c(=O)n(Cc3ccco3)c(=O)c3ccc(C(=O)NC4CCCC4)cc32)cc1
  4 | 0.0 | 3 | 0.4 | -5 | -7 | nt | nt | 0

Later entries
SMILES | D2 potentiator | D2 ag | D1 potentiator | TRHR ag | TRHR PAM | D1 antag | D2 antagonist | RXFP1 antag | D1 agonist
Cn1c(=O)[nH]c(=O)c2c1nc1n2CCCN1Cc1ccccc1 | -14 | 2.2 | -6 | 1.1 | -5 | -4 | 1 | 4 | 0
Cc1nn(C)c(C(=O)N/N=C/c2cc3c(cc2Br)OCO3)c1Br | -7 | -0.5 | -1 | 0.1 | -2 | 15 | -35 | -1 | 12
COc1ccc(N2CCN(C(=O)Nc3ccccc3C)CC2)cc1 | -4 | nt | 1 | 0.1 | -1 | nt | nt | -5 | -1
COC(=O)c1cn(C(=O)c2ccccc2Cl)c2ccccc12 | 1 | -1.2 | 5 | 0.1 | 1 | 9 | 3 | ? | 5
O=C(Nc1nc2c(F)cc(F)cc2s1)c1ccco1 | -8 | -0.1 | -5 | 0.5 | -10 | -8 | 14 | -11 | 5
COc1ccc2cc(C#N)c(Cl)nc2c1 | -6 | 0.1 | 3 | 0.3 | 27 | 20 | 9 | -1 | 1
Cc1ccc(C)c(NC(=O)CSc2n[nH]c(-c3ccncc3)n2)c1 | -1 | -0.5 | -4 | -0.4 | -1 | -13 | 8 | 5 | 2
CC(=O)/C(=N/Nc1ccc(C)cc1)Sc1nnc(CCc2ccccc2)n1-c1ccccc1 | 6 | -0.1 | -4 | -0.4 | -2 | 1 | -6 | 9 | 2
Cc1ccc(-c2ccc(=O)n(CC(=O)NCCc3ccccc3)n2)cc1 | -14 | 1.1 | -1 | -1.0 | 5 | 29 | nt | -28 | -3
COc1ccccc1CNC(=O)CSc1ncc2c(n1)-c1ccc(Cl)cc1N(Cc1ccccc1)S2(=O)=O | 8 | nt | -2 | -0.8 | 0 | 1 | nt | 7 | 0
